aDG glyco up – alpha-DG glycosylation activation; AID 624168; activation, % at 10 µM; Pro5-aDG cells, alpha-DG glycosylation AlphaScreen (IIH6); 0% Pro5, 100% B10-LARGE cell signal; 360,000 compounds, 0.22% hits;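 active = activation of at least 8% versus controls, or a plate z-score of at least 8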;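 note: Pro5 are CHO cells carrying HIG-tagged alpha-DG that lacks glycosylation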
Cardio protect – modulators protecting cardiomyocytes from myocardial damage | protection from H2O2 cell death, % at 20 µM | H9c2 cardiomyocytes, H2O2 injury protection, ATPLite, 2 h | AID 588492 | 360,000 compounds, 0.63% hits;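 active = compounds giving at least 50% protection of heart cells from peroxide-induced death in the single-dose screen, raw or plate-pattern-corrected value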;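 note: 0% = DMSO wells with peroxide and 100% = DMSO wells without peroxide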
Vif imaging – inhibitors of HIV Vif | HEK293T cells, Vif self-association by quenched fluorescence, imaging, 24 h | inhibition, % at 7.49 µM | 340,000 compounds, 0.35% hits | AID 602346; in the data active = inhibition above about 50%, passing the limit was not always enough; note: some results filed as inactive read as strong as hits
HTR2A ag – activates the mouse 5-HT2A serotonin receptor; P35363; CHO-K1 mHTR2A beta-arrestin complementation, luminescence; percent of 30 µM serotonin response; activation, % at 7.6 µM; 360,000 compounds, 0.66% hits;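 active = activation above a run cutoff, the mean activation of all tested compounds plus 3 SD, cut at about 14% in these data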;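 note: 0% = plate median of compound wells and 100% = 30 µM serotonin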
Target sequence (P35363 whole entry, looked up): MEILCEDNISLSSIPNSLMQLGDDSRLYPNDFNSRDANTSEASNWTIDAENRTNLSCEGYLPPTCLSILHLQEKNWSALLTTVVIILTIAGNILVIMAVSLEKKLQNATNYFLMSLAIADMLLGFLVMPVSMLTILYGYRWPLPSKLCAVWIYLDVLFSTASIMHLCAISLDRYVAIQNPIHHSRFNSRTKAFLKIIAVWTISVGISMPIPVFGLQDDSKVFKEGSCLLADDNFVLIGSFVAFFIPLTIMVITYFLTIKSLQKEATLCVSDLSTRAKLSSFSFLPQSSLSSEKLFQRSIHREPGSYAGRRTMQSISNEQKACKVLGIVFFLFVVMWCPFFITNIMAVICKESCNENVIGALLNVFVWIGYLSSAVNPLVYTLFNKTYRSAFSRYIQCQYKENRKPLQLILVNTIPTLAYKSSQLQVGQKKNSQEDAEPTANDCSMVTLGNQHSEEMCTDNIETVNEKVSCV
Granule exo inh – blocks lytic granule exocytosis. TALL-104 LAMP-1 surface exposure, flow cytometry; cells stimulated with thapsigargin and PMA. inhibition, % at 10 µM. 360,000 compounds, 0.66% hits;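 active = inhibition above about 55%, limit read from the data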
iPSC survival up – hiPSC single-cell survival enhancement | ATPlite luminescence; 100% = ROCK inhibitor wells, 0% = DMSO | survival enhancement, % at 20 µM | 360,000 compounds, 0.044% hits; in the data active = survival enhancement above about 18%;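 note: cells exposed to compounds for 16 hours before the ATP read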
PDI turbidity – blocks human protein disulfide isomerase activity | P07237 | PDI insulin aggregation turbidity, A650, 90 min | inhibition, % at 10 µM | 350,000 compounds, 0.052% hits | AID 588391;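 active = mean inhibition across replicates of 30% or more, whatever share of single replicates reach that level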;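 note: absorbance from insulin aggregation driven by PDI reduction with DTT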
Target sequence (P07237 whole entry, looked up): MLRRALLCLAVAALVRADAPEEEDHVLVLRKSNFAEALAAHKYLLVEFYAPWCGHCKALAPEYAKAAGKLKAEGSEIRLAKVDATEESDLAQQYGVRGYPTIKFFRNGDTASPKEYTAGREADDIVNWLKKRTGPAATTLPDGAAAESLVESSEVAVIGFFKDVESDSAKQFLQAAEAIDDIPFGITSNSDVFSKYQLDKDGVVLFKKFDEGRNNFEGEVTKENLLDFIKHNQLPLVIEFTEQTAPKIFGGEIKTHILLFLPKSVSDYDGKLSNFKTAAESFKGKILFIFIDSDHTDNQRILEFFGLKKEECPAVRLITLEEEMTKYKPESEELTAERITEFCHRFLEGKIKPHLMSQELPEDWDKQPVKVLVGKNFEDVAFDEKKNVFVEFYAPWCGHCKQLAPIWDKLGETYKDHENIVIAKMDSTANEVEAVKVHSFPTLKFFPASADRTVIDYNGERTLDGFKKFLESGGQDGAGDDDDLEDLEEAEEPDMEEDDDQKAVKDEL
Glyco luc inh – N-linked glycosylation inhibition. D54 ERlucT glycosylation luciferase reporter, 24 h; percent of 100 nM tunicamycin response. reporter increase, % at 12.5 µM. 360,000 compounds, 0.23% hits;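 active = mean luciferase reporter signal, scaled so untreated is 0 and the glycosylation-blocking control 100, at or above a set limit in every replicate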;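 note: luciferase carries N-glycosylation sites so blocking glycosylation raises the light; 0% = median of neutral control wells and 100% = median of 100 nM tunicamycin wells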
ABCB6 inh MLPCN – blocks the human ABCB6 transporter; Q9NP58; K562-ABCB6 porphyrin accumulation, flow cytometry, 1 h; active compounds read low; fluorescence ratio to DMSO, % at 10 µM; 360,000 compounds, 0.19% hits; AID 602162;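 active = fluorescence ratio to DMSO below 75%, the collection mean minus 3 SD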;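 note: signal is porphyrin accumulated inside mitochondria; 100% equals median channel fluorescence of DMSO control wells; lower ratio means ABCB6 inhibition with less porphyrin fluorescence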
CaV13 FRET inh – Disruptors of the CACNA1D IQ motif to Ca2+-dependent inactivation inhibitor domain association, primary screening, Förster resonance energy transfer in intact living … | HEK cells, CFP/YFP FRET ICDI-IQ, plate reader, 10 min; percent FRET-ratio fall versus neutral wells | inhibition, % at 12.3 µM | 340,000 compounds, 0.098% hits;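 active = mean replicate inhibition of at least 30% and at least 1% of replicates passing that level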;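 note: 0% = median of the neutral control wells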
Active calls of the source: *; / = not tested or not shown. Rows were taken by chance (roughly 3.1% active in at least one column).

SMILES | aDG glyco up | Cardio protect | Vif imaging | HTR2A ag | Granule exo inh | iPSC survival up | PDI turbidity | Glyco luc inh | ABCB6 inh MLPCN | CaV13 FRET inh
FC(F)(F)c1ccc(N2CCN(c3cc(-c4ccccc4)nc4ncnn34)CC2)nc1 | 3.2 | -17 | -9 | 5 | 15 | -1.7 | -1 | 1 | 95 | -8
Cc1c(C(=O)N2CCCCC2)c(S(=O)(=O)N2c3ccccc3CC2C)c(C)n1C (centres undefined) | -0.1 | 1 | 1 | 7 | 8 | -0.6 | -2 | 1 | 100 | -8
O=C(COc1nc2ccccc2nc1N1CCOCC1)Nc1ccc(S(=O)(=O)N2CCCC2)cc1 | -0.3 | -2 | -2 | 0 | -1 | 1.4 | -2 | -2 | 98 | -5
O=C(CCC(=O)N1CCSc2ccccc21)NC1CCCCC1 | 0.1 | -8 | -4 | -6 | -3 | 0.0 | / | -1 | 108 | -2
COC(=O)C(C(=O)Nc1cccc(C)n1)C1CCCCCC1 (centres undefined) | 0.1 | 15 | 0 | -4 | 0 | 4.8 | 13 | -2 | 89 | /
CCN(CC)S(=O)(=O)c1c(Br)cc(C)cc1Br | -0.1 | -4 | / | 5 | -3 | -1.0 | -4 | 0 | 100 | -8
CSC(=NC#N)N1CCN(C(c2ccccc2)c2ccccc2)CC1 | -0.1 | 2 | 10 | 2 | 0 | -0.4 | -5 | -5 | 99 | -10
Cc1ccc(-n2nc3c(N4CCC(C(=O)NCCc5ccccc5C)CC4)nnc(C)c3c2C)cc1 | 1.4 | -17 | 54* | -6 | 35 | -0.3 | -2 | -17 | 104 | /
C/C(=N\NC(=O)CN(c1ccccc1Br)S(C)(=O)=O)c1ccc2c(c1)OCCO2 | 0.0 | -5 | -8 | -3 | -2 | -1.3 | 10 | 0 | 102 | -5
C=C(C)Cn1c(SCC(=O)O)nc2c1c(=O)[nH]c(=O)n2C | -0.4 | 0 | 0 | 4 | 2 | 3.3 | / | 1 | 96 | -3
Cc1cc(C(=O)OCC(=O)NCc2ccc(Cl)cc2)c(C)o1 | -0.2 | -3 | 0 | 0 | 0 | -1.1 | -3 | -2 | 100 | -5
CCOC(=O)COc1coc(CN2CCN(c3ccc(F)cc3)CC2)cc1=O | -0.3 | -1 | 6 | 0 | -12 | -0.2 | -4 | 1 | 99 | -14
CC(=O)Nc1c(-c2ccccc2)c2cc(Br)ccc2[nH]c1=O | 0.0 | 1 | -3 | -3 | -11 | 0.0 | -10 | 0 | 99 | -2
CC(C)C(=O)N1CCN(c2ccc([N+](=O)[O-])c(NC(C)c3ccccc3)c2)CC1 (centres undefined) | -0.2 | 4 | -2 | -3 | -1 | 0.4 | 5 | -6 | 92 | -6
Cc1ccc(N(C)S(=O)(=O)c2ccc3[nH]cc(C(=O)NCCCN4CCOCC4)c(=O)c3c2)cc1C | -0.3 | -3 | 8 | -6 | 6 | -0.6 | -2 | -2 | 96 | -5
CN1CCN(Cc2cccc3ncccc23)CC1CCO (centres undefined) | -0.1 | 4 | 1 | 4 | 3 | -0.2 | -36 | -1 | 100 | -1
COc1cccc(/C=N/NC(=O)c2cc(-c3cccn3C)n[nH]2)c1O | 0.9 | 27 | 2 | -3 | -1 | -2.2 | -3 | -4 | 98 | -3
N#CC1=C2SCN(c3ccc(F)cc3)CN2C(=O)CC1c1cccc(F)c1 (centres undefined) | -0.2 | -1 | -5 | 4 | -1 | -3.3 | / | 2 | 94 | 8
O=C(NCCCN1CCCCC1)c1ccc2c(c1)NC(=O)C(N1CCCCC1)S2 (centres undefined) | -0.1 | -18 | -6 | 6 | 0 | -0.2 | 7 | -4 | 97 | /
COCCNC(=O)C1(C)CCCN(C(=O)c2ccc3ccccc3c2)C1 (centres undefined) | -0.1 | 4 | -4 | 0 | -8 | 1.6 | -6 | 2 | 97 | -4
O=C(COC(=O)Cc1ccccc1F)NNC(=O)c1ccc([N+](=O)[O-])cc1 | 0.0 | 0 | 2 | -5 | 2 | -0.3 | 8 | 3 | 97 | -5
O=C(NC1C2CC3CC(C2)CC1C3)c1ccc(N2CCNCC2)c([N+](=O)[O-])c1 (centres undefined) | 1.1 | 0 | 2 | 0 | 31 | -0.3 | -2 | -2 | 98 | -5
O=C(C1CCN(S(=O)(=O)c2cccc3nsnc23)CC1)N1CCN(c2ccccc2F)CC1 | 0.4 | -2 | -14 | 3 | -3 | -0.7 | 3 | -3 | 99 | -5
COc1ccc(/C(C)=N/OCC(=O)N=Nc2c(O)[nH]c3ccccc23)cc1 | -0.2 | -14 | -2 | 5 | 0 | -2.8 | 4 | 3 | 98 | -2
Cc1ccc(NC(=O)c2cc(-c3ccco3)nc3ccccc23)cc1S(=O)(=O)N1CCOCC1 | -0.6 | 4 | 0 | -1 | -3 | 0.0 | 4 | -1 | 93 | -20
CN(Cc1ccco1)S(=O)(=O)c1csc(C(N)=O)c1 | -0.1 | -1 | 0 | -4 | -5 | -0.6 | 2 | 1 | 106 | -3
CSc1nc(C)c2c(c1C#N)CCCC2 | 0.1 | 8 | 3 | 8 | 18 | -2.2 | 0 | -1 | 98 | /
CCOc1cc(/C=N/NC(=O)CN2CCOCC2)ccc1OCc1ccc(Cl)cc1 | 0.2 | 9 | -5 | -3 | 2 | 1.6 | -6 | 0 | 91 | -4
CCCCNC(=O)CSc1nc2ccccc2c(=O)n1CCNC(C)=O | 0.1 | 4 | 42 | 1 | 3 | 0.7 | -7 | 1 | 102 | -5
O=C(CN1CCCCC1)N/N=C/c1cccc(Cl)c1 | 0.0 | 2 | -5 | -2 | 2 | 0.5 | -5 | 0 | 99 | -5
Cc1cc(N2CCN(C)CC2)nc2ccc(NC(=O)CCC(=O)NCCC(C)C)cc12 | 0.0 | 9 | 4 | -8 | -3 | 3.5 | -6 | -2 | 98 | -7
CC1CCCC(C)N1C(=O)COC(=O)CCC1CCCC1 (centres undefined) | 0.0 | 2 | 11 | -4 | -2 | 0.2 | -10 | -2 | 99 | -4
C[C@H]1CN([C@@H](C)CO)C(=O)CCCn2cc(nn2)CO[C@@H]1CN(C)C(=O)Nc1ccnc(N2CCOCC2)c1 | -0.1 | -8 | -3 | -2 | 0 | -1.2 | 9 | 1 | 98 | -7
CCC(CC)C(=O)N(c1ccc(F)cc1)C1C=CS(=O)(=O)C1 (centres undefined) | 0.0 | -3 | -4 | 3 | -3 | -1.3 | -8 | 1 | 97 | -6
COc1ccc2c(c1)OC[C@H]1[C@@H]2N2C(=O)[C@@H](C)NC(=O)[C@@]2(C)[C@H]1c1ccccc1 | 0.0 | 1 | -2 | 0 | -1 | 7.3 | -1 | 0 | 97 | -11
COc1ccc(S(=O)(=O)Nc2ccccc2C(=O)NCc2cccnc2)cc1 | -0.1 | 8 | 7 | -6 | 12 | 0.4 | 3 | 5 | 111 | -4
Cc1cc(=O)[nH]c(SCC(=O)Nc2ccc(C(=O)O)cc2)n1 | -0.1 | 0 | 9 | -2 | 1 | -0.6 | 0 | 1 | 103 | -9
COc1ccc2c(CC(=O)N(C)CC3COc4ccccc4O3)coc2c1 (centres undefined) | -0.1 | 10 | -8 | -5 | 2 | 4.7 | -5 | 1 | 101 | -4
CCOC(=O)C1(CCOc2ccccc2)CCN(Cc2cccc3nonc23)CC1 | -0.3 | -20 | -4 | -2 | 15 | -1.8 | -10 | -5 | 88 | 0
CCCNS(=O)(=O)c1ccc(OCC(=O)NCCCOC)cc1 | -0.2 | -2 | -4 | 1 | -2 | -3.2 | -1 | 2 | 98 | -3
CC(=O)Nc1ccc(NC(=O)C2CC(=O)Nc3ncnn32)cc1 (centres undefined) | -0.1 | 5 | 1 | 1 | -4 | -0.1 | 0 | 1 | 98 | 3
O=P(OC1CCCCC1)(OC1CCCCC1)C(O)c1cccnc1 (centres undefined) | -0.1 | 7 | 0 | 6 | 3 | -0.1 | 4 | -1 | 100 | -4
O=C(NN/C(=N/S(=O)(=O)c1ccc(Cl)cc1)c1ccccc1)c1ccc(O)cc1 | 0.0 | -2 | 14 | -1 | -1 | 3.1 | 9 | -1 | 97 | -6
CN(Cc1cnccn1)C(=O)CC1C(=O)NCCN1Cc1cccc(F)c1 (centres undefined) | -0.1 | 2 | 3 | 3 | 0 | -0.2 | -2 | 3 | 96 | /
CN(C)S(=O)(=O)Oc1ccsc1C(=O)Nc1ccc(Cl)cc1 | -0.1 | -9 | -12 | -1 | 0 | 0.3 | 2 | -2 | 92 | /

Only Granule exo inh, for some of the entries so far:
mol | Granule exo inh
CCOC(=O)C1(CCOc2ccccc2)CCN(Cc2cccc3nonc23)CC1 | 15
CCCNS(=O)(=O)c1ccc(OCC(=O)NCCCOC)cc1 | -2

Carrying on:
SMILES | aDG glyco up | Cardio protect | Vif imaging | HTR2A ag | Granule exo inh | iPSC survival up | PDI turbidity | Glyco luc inh | ABCB6 inh MLPCN | CaV13 FRET inh
C/C(=N\NC(=O)c1ccc(Cn2cc([N+](=O)[O-])cn2)o1)c1cccc(NC(=O)C(C)C)c1 | 0.6 | 36 | -1 | -4 | 6 | 1.6 | 3 | -1 | 95 | -5
CC1CCCC(NC(=O)CSc2ncccn2)C1C (centres undefined) | 0.2 | 1 | 11 | -5 | 6 | -1.7 | -8 | 2 | 98 | -14
CCCCN(C(=O)C1=COCCO1)c1c(N)n(Cc2ccccc2)c(=O)[nH]c1=O | 0.1 | 6 | -3 | 11 | 0 | 0.1 | -11 | 0 | 102 | -8
O=C(CCc1ccc(S(=O)(=O)NCc2ccccc2)cc1)N1CCN(Cc2ccc3c(c2)OCO3)CC1 | 0.6 | -6 | -10 | 7 | -6 | -1.4 | -6 | -3 | 93 | -5
O=C(Nc1ccc(Cl)c(S(=O)(=O)N2CCOCC2)c1)c1ccc2c(c1)OCO2 | 0.4 | 3 | -40 | 4 | -1 | -2.0 | 1 | -5 | 96 | -5
CCOC(=O)C1CCN(C(=S)Nc2cccc(C)c2C)CC1 | 0.5 | 4 | -5 | 0 | 10 | 0.4 | 7 | 2 | 99 | -17
Cc1noc(C)c1COC(=O)Cc1ccc(Cl)cc1 | 0.0 | -4 | 22 | 4 | -3 | -1.1 | 9 | -2 | 96 | -4
CC(=O)N1CCN(C(=O)CSc2nc3c(cnn3-c3ccccc3)c(=O)[nH]2)CC1 | -0.4 | 14 | -7 | -5 | 0 | 9.3 | -2 | -1 | 101 | -4
Nc1ccccc1C(=O)N=Nc1[nH]c(N)c2ccccc12 | 0.0 | -3 | -2 | -2 | 0 | -6.0 | 9 | -6 | 99 | -7
CCOC(=O)CON1C(=O)C(C)(C)N(OCC(=O)OCC)C(=O)C1(C)C | 0.1 | 1 | / | 7 | 0 | -0.8 | 1 | 3 | 99 | -2
CC1CN(C(=O)COC(=O)c2ccc(S(=O)(=O)N(C)C)cc2)CC(C)O1 (centres undefined) | 0.0 | 2 | 10 | -1 | -13 | -0.1 | -14 | -2 | 99 | -5
CCCn1nc(C(=O)Nc2ccc3c(c2)OCCO3)c2ccccc2c1=O | 0.0 | 5 | -5 | -2 | 5 | -0.1 | 6 | -4 | 96 | -18

Screens: PubChem, several laboratories
